TDP1 cell noCPT – qHTS for Inhibitors of human tyrosyl-DNA phosphodiesterase 1 (TDP1): qHTS in cells in absence of CPT; DT40 Tdp1-/- hTDP1 cells, no CPT, ATP luminescence, 48 h; Potency, µM (titrated, usually from 46.2 µM), for inactives: at the top dose activity change, negative = growth inhibition, actives largely listed as inhibitors; hit rate 15% among 420,000; AID 686978, 2013; note: nearly all actives have a fitted effect of over 55% in size
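Cells were dispensed at 400 per well, compounds added by pin tool, plates incubated ≥48 hr at 37 °C, then CellTiter-Glo added for 30 min at room temperature before luminescence reading. Line: DT40 Tdp1-/- complemented with hTDP1; camptothecin omitted.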
DT40 TDP1 CPT – growth inhibition of DT40 Tdp1-/-;hTDP1 cells with camptothecin (screen for TDP1 inhibitors); chicken DT40 Tdp1-/-;hTDP1 cells + 20 nM CPT, ATP luminescence, 48 h; Potency, µM (titrated, usually from 46.2 µM), inactives show top-dose activity change, negative = growth inhibition, actives largely listed as inhibitors; hit rate 12% among 420,000; note: nearly all actives have a fitted effect of over 55% in size
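Chicken DT40 Tdp1-/- cells stably complemented with human TDP1 were seeded at 400 cells/well in medium containing 20 nM camptothecin, exposed to pin-transferred compounds, and grown at 37 °C for at least 48 hr. Viability was read as ATP luminescence.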
TDP1 block – blocks human tyrosyl-DNA phosphodiesterase 1; recombinant TDP1, AlphaScreen DNA substrate cleavage; Potency, µM (top dose mostly 130 µM), inactives show at the top dose activity change, negative = inhibition, most hits filed as inhibitors; hit rate 0.28% among 350,000; note: nearly all actives have a fitted effect of over 40% in size
Target sequence (Q9NUW8 whole entry, looked up): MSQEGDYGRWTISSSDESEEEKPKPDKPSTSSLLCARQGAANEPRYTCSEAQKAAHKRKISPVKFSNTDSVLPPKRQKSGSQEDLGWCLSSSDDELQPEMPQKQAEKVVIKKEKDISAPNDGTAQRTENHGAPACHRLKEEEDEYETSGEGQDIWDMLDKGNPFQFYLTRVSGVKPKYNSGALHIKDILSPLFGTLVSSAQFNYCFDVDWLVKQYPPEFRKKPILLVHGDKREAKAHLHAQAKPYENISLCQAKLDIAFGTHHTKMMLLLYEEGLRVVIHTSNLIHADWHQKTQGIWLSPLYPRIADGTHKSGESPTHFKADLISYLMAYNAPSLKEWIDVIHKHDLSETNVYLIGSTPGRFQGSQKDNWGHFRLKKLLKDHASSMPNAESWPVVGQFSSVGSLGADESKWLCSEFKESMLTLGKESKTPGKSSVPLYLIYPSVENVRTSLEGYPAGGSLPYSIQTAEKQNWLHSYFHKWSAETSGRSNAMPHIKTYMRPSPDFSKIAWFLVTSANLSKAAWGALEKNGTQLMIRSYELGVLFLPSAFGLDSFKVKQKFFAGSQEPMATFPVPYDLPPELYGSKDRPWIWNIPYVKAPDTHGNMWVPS
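Signal: AlphaScreen proximity between streptavidin donor and anti-FITC acceptor beads on intact substrate. Reaction: Tdp1 1 nM, substrate 15 nM final, 5 min RT after 15 min compound preincubation.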
An asterisk follows results filed as active; ? = inconclusive; . = no result given; [ ] = remark or other dose. Calls come from the whole dose curve; as a rule, active = well fitted curve in the direction sought with a large enough effect; inconclusive = small, poorly fitted or top-dose-only effect, or another doubt; inactive = no such curve, though single readings can be large; an effect the other way counts as inactive or inconclusive. % is set by controls: 0 for no effect and ±100 for the full control effect; potency is the fitted concentration of half-maximal effect.

Preview, four compounds:
Fields: TDP1 cell noCPT, DT40 TDP1 CPT, TDP1 block
- Cc1ccc(-c2nc3ccccc3n2C(C)C(=O)NC(C)(C)C)cc1 (stereo not drawn)
→ -17%, 9%, .
- Cc1ccc(C2C=C(c3ccc(Cl)cc3)Nc3nc(NC(=O)CCC(=O)O)nn32)cc1 (stereo not drawn)
→ ?, ?, 7%
- O=C(NC1CCCCCC1)C1CCC(CNS(=O)(=O)c2cccc3cccnc23)CC1 (stereo not drawn)
→ -18%, -26%, .
- COc1cc2nc(N3CCN(C)CC3)nc(NC(C)C)c2cc1OC
→ 18µM*, ?, .

Main list, repeating the preview:
Fields: TDP1 cell noCPT, DT40 TDP1 CPT, TDP1 block
- Cc1ccc(-c2nc3ccccc3n2C(C)C(=O)NC(C)(C)C)cc1 (stereo not drawn)
→ -17%, 9%, .
- Cc1ccc(C2C=C(c3ccc(Cl)cc3)Nc3nc(NC(=O)CCC(=O)O)nn32)cc1 (stereo not drawn)
→ ?, ?, 7%
- O=C(NC1CCCCCC1)C1CCC(CNS(=O)(=O)c2cccc3cccnc23)CC1 (stereo not drawn)
→ -18%, -26%, .
- COc1cc2nc(N3CCN(C)CC3)nc(NC(C)C)c2cc1OC
→ 18µM*, ?, .
- Cn1nnnc1-c1cc(Cl)cc(Cl)c1
→ ?, ?, 7%
- O=c1[nH]c(C2CCN(S(=O)(=O)c3ccc(F)cc3)CC2)nc2c1nnn2Cc1ccc2c(c1)OCCO2
→ ?, ?, 3%
- CCOc1ccc(C(=O)N2CCN(CCc3ccccn3)CC2)cc1
→ -27%, -1%, 8%
- Nc1nnnn1/N=C/c1cc([N+](=O)[O-])ccc1O
→ -19%, -1%, 4%
- CC(=O)Nc1ccc2cc3ccc(NC(C)=O)cc3nc2c1
→ -17%, ?, 5%
- COc1cccc(-n2c(Cc3cc(=O)[nH]c(=O)[nH]3)nnc2SCC(=O)N2CCCCCC2)c1
→ -12%, 25%, 1%
- CC(=O)c1cn(CC(=O)NCc2ccc3c(c2)OCO3)c2ccccc12
→ 13µM*, 13µM*, 2%
- CCOc1ccc(C(=O)N(Cc2nc(-c3cccc(C)c3)no2)C(C)C)cc1
→ ?, 21µM*, 2%
- CCC(=O)Nc1ccc2c(c1)ncn2-c1ccc(C)cc1
→ -21%, -2%, 5%
- CC1(C(=O)Nc2cnc3ccccc3c2)CCN1C(=O)C/C=C/c1ccccc1 (stereo not drawn)
→ 6.5µM*, 3.3µM*, .
- CCOc1ccccc1C(=O)N1CCN(c2cccc(Cl)c2)CC1
→ 0.16µM*, 0.037µM*, 1%
- COc1cc2c(cc1OC)-c1n[nH]c(=S)n1C(C)(C)C2
→ 0%, 7%, 1%
- Cc1ccc(C)c(OCC(=O)Nc2ccc(S(=O)(=O)N3CCN(C)CC3)cc2)c1
→ -12%, -22%, 5%
- O=C(Cc1cccs1)NCc1cccc(Cl)c1
→ -2%, -3%, .
- c1ccc(Cc2ccc(OCCn3cncn3)cc2)cc1
→ ?, ?, 4%
- C/C(=N\NC(=O)CNC(=O)c1ccccc1F)c1ccco1
→ -1%, 5%, -20%
- CCOC(=O)C1(Cc2ccc(Cl)cc2)CCN(C(C)Cc2ccc(O)c(OC)c2)CC1 (stereo not drawn)
→ 3.3µM*, 9.2µM*, .
- CC(C)Sc1nnc(Nc2ccccc2)s1
→ -13%, -20%, 4%
- CCn1c(/C=C/Nc2ccccc2)[n+](CC)c2ccc(C(=O)OCC(F)(F)F)cc21
→ 15µM*, 26µM*, 2%
- O=C(Nc1ccc(N2CCCC2)cc1)c1cc(Br)ccc1Cl
→ 4.6µM*, 3.7µM*, .
- Cc1ccc(CN/C=C/C(=O)c2ccc(Br)cc2)cc1
→ ?, -6%, 1%
- COCCCNc1nc2nonc2nc1N1C[C@H]2CC[C@H]1C2
→ -3%, 8%, 3%
- COc1cc(/C=N\NC(=O)c2ccc(Cl)cc2)ccc1Oc1ccc([N+](=O)[O-])cn1
→ -20%, -4%, 7%
- CCCCCC(=O)Nc1ccc(C(=O)COC(=O)CN2C(=O)NC3(CCCC3)C2=O)cc1
→ 6%, -3%, 1%[0.505 µM]
- Cc1ccsc1C(=O)N1CCN(c2ncccn2)CC1
→ 8%, 3%, 1%
- COc1ccc(CNCc2ccc(OC)c3ccccc23)cc1
→ ?, ?, .
- Cc1ccccc1C(=O)NNC(=O)C(=O)Nc1cccc(Cl)c1C
→ -20%, ?, 0%
- CCOc1ccccc1CNCc1c(C(=O)O)n(Cc2ccc(F)cc2)c2cc(C)ccc12
→ 5.8µM*, 13µM*, 0%
- Cc1c(C)n(Cc2ccc(F)cc2)c2ccc(C(=O)N3CCN(c4ccc(F)cc4)CC3)cc12
→ 23µM*, 21µM*, 5%
- O=[N+]([O-])c1ccc(N2CCN(Cc3ccccc3)CC2)s1
→ ?, ?, .
- CCN(CCNC(=O)C1CCN(c2nnc(-n3cccc3)s2)CC1)c1ccccc1
→ ?, ?, 9%
- NC(=S)NNc1ccc(Cl)c(Cl)c1
→ ?, ?, 9%
- COc1ccc(NC(=O)CNc2ccc(C#N)cc2)cc1
→ -1%, 0%, 6%
- CCOC(=O)C1(C)NC(c2ccccc2F)C2C(=O)N(c3cccc(C(C)=O)c3)C(=O)C21 (stereo not drawn)
→ 18µM*, 23µM*, 2%
- O=C(CC1C=CCC1)Nc1ccccc1 (stereo not drawn)
→ -3%, 13%, .
- COCC(=O)Nc1cc(C(=O)N2CCN(C)C(c3ccccc3)C2)c2c(c1)nc(-c1ccncc1)n2C (stereo not drawn)
→ -8%, -7%, .
- CCOC(=O)c1cnc2c(OC)cccc2c1N1CC(C)CC(C)C1 (stereo not drawn)
→ 7.3µM*, 12µM*, .
- CN1CCN(CCNC(=O)c2cnn(-c3ccc(F)cc3)c2C2CCN(C(=O)OC(C)(C)C)CC2)CC1
→ ?, ?, -3%
- COc1ccccc1CNC(=O)CCNC(=O)c1ccco1
→ 14%, 10%, 7%
- CCOc1ccc(OCCOC(=O)C2CCN(S(=O)(=O)c3ccc(C)c(C)c3)CC2)cc1
→ -5%, -10%, .
- C=CCOc1ccc(/C=C\c2nc(O)c([N+](=O)[O-])c(=O)[nH]2)cc1OCC
→ -9%, -7%, .
- CC(C)C(C(=O)O)N1CCS(=O)(=O)CC1 (stereo not drawn)
→ 0%, 2%, 7%
- CC(=O)N/C(=C\c1ccccc1)C(=O)NCC(=O)O
→ 5%, 3%, 0%
- Cc1ccc(NC(=O)NC(=O)CSc2n[nH]c(N)n2)c(C)c1
→ -7%, -10%, 0%
- O=C(c1cnn(-c2ccc(Cl)cc2)c1)c1ccccc1O
→ ?, -20%, 5%
- O=C(Cn1cnc([N+](=O)[O-])n1)NCc1ccccc1
→ 16%, 2%, 4%

Next structures follow:
| SMILES | TDP1 cell noCPT | DT40 TDP1 CPT | TDP1 block |
| --- | --- | --- | --- |
| C=CC[C@]12CC=CC(=O)[C@@]1(O)O[C@H](c1ccc(OC)c(OC)c1)[C@H]2C | 5.8µM* | 10µM* | . |
| CCn1c(=O)cc(SCC(=O)N2CCN(c3cc(C)ccc3C)CC2)c2ccccc21 | ? | 16µM* | 7% |
| C[C@@H]1CN(S(=O)(=O)C(C)(C)C)[C@@H](CCO)/C1=C\c1ccccc1 | -23% | -20% | . |
| Cc1cc(C)cc(CC(=O)N2CCC2(C)C(=O)NS(=O)(=O)c2ccc(C#N)cc2)c1 (stereo not drawn) | -2% | -5% | . |
| CC1Cc2ccccc2N1C(=O)c1ccc(F)c(S(=O)(=O)N2CCOCC2)c1 (stereo not drawn) | ? | ? | 1% |
| CC(C)c1ccc(C(O)c2cnc(C(C)C)n2C)cc1 (stereo not drawn) | ? | ? | 4% |
| Cc1onc(-c2ccccc2)c1-c1nnc(-c2ccccc2C(F)(F)F)o1 | ? | 2% | -5% |
| CCCCCCCCCCS(=O)(=O)N/N=C/c1ccc(O)cc1 | ? | 16µM* | 0% |
| Cn1cc(/C=C2\SC(=S)N(NC(=O)c3ccccc3)C2=O)c2ccccc21 | -28% | 0% | 5% |
| CC(C)(C)C(=O)Cn1nnc(-c2ccc(C(F)(F)F)cc2)n1 | ? | -11% | -6% |
| Cc1cccc(NC(=O)C2C3CCCCC32)c1 (stereo not drawn) | -3% | -6% | . |
| COC(=O)C1=C(C)N(Cc2ccc3c(c2)OCO3)C(=O)C1 | -4% | 6% | 0% |
| Cc1cccc(NS(=O)(=O)c2ccc(C(=O)NCC(C)(C)N3CCOCC3)cc2)c1C | ? | ? | 4% |
| Cc1ccc(-c2nn(-c3ccccc3)cc2/C=C/C(=O)OCC(=O)NC2CC2)o1 | ? | 21µM* | 5% |
| Cc1ccc(C2=NNC(c3ccc(Cl)cc3)=Nc3ccccc32)o1 | 12µM* | 13µM* | 0% |
| O=C(C[n+]1cc(Br)cc2ccccc21)c1ccc(O)c(O)c1 | ? | ? | . |
| COc1ccc([C@H]2CC(=O)C=C(/C=C/c3ccccc3)C2)cc1 | -11% | ? | 2% |
| COc1ccc(C(=O)NCc2ccc3c(c2)OCO3)cc1 | -15% | -9% | 5% |
| COc1cccc(NC(=O)CN(C)C(=O)Cn2c(=O)oc3ccccc32)c1 | -10% | -2% | -6% |
| O=C(Nc1ccc(Cl)cc1)N1CCOCC1 | 3% | 1% | . |
| Cc1ccc(/C=C2\C(=N)N3N=C(CC(=O)N4CCCCC4)SC3=NC2=O)cc1 | 10% | 0% | 5% |
| CN(CCC#N)C(=S)Nc1ccc(Oc2ccccc2)cc1 | ? | ? | 4% |
| O=S(=O)(Nc1cccc2[nH]ncc12)c1cccs1 | -2% | -6% | 3% |
| O=c1c(N2CCOCC2)nsn1Cc1ccccc1 | 27% | -1% | 0% |
| Cc1cc(Br)cn2c(Cc3ccccc3)c(-c3ccccc3)nc12 | ? | 29µM* | . |
| O=C(NCCOc1ccccc1)c1cncc(Br)c1 | -22% | -8% | 1% |
| Clc1ccc(-c2csc(-c3cccnc3)n2)s1 | -19% | 2% | 1% |
| O=C1C2C3C=CC(CC3)C2C(=O)N1/N=C/c1ccco1 (stereo not drawn) | -19% | 16% | -5% |
| O=C1CC(N2CCN(c3ncccn3)CC2)C(=O)N1CCc1ccccc1 (stereo not drawn) | -17% | -19% | -6% |
| C[C@@H]1CN([C@H](C)CO)S(=O)(=O)c2ccc(C#CC3CCCCC3)cc2O[C@H]1CN(C)C(=O)Cc1ccncc1 | ? | ? | . |
| COc1ccc(S(=O)(=O)N2CCOCC2)cc1NC(=O)c1ccc(-n2nc(C)cc2C)cc1 | 0% | -5% | 2% |
| CCN(CC)c1ccc(C(=O)N2CCc3c([nH]c4ccccc34)C2c2ccc(F)cc2)cc1 (stereo not drawn) | ? | 2.9µM* | 5% |
| O=C(c1sccc1Br)N1CCN(Cc2ccc3c(c2)OCO3)CC1 | ? | -29% | 5% |
| Cc1cc(C)c(NC(=O)NC(=O)c2ccc(F)cc2)c(C)n1 | ? | ? | 4% |
| Cc1nc2cc(NC(=O)N3CCCCC3)ccc2n1C | -17% | 1% | 3% |
| Nc1nc2n(n1)C(c1ccc(F)cc1)CC(c1ccc(F)cc1)N2 (stereo not drawn) | -16% | -31% | 5% |
| Cc1ccc(C)c(N2CCN(C(=O)c3cc(S(=O)(=O)N4CCOCC4)ccc3F)CC2)c1 | 13µM* | 15µM* | 0% |
| COc1ccc(Cl)cc1NC(=O)CSc1nnc(Cc2ccc(C)cc2)c(=O)[nH]1 | ? | -10% | 5%[0.505 µM] |
| Cc1sc2nc3n(c(=O)c2c1C)NC(=O)CC3 | -16% | -10% | -2% |

Part of the list above, field by field:
O=C(C[n+]1cc(Br)cc2ccccc21)c1ccc(O)c(O)c1
  TDP1 cell noCPT = ? | DT40 TDP1 CPT = ? | TDP1 block = .
CC(C)(C)C(=O)Cn1nnc(-c2ccc(C(F)(F)F)cc2)n1
  TDP1 cell noCPT = ? | DT40 TDP1 CPT = -11% | TDP1 block = -6%
O=C(CC1C=CCC1)Nc1ccccc1 (stereo not drawn)
  TDP1 cell noCPT = -3% | DT40 TDP1 CPT = 13% | TDP1 block = .
C[C@@H]1CN(S(=O)(=O)C(C)(C)C)[C@@H](CCO)/C1=C\c1ccccc1
  TDP1 cell noCPT = -23% | DT40 TDP1 CPT = -20% | TDP1 block = .
